Rev-erbA mod – Rev-erb alpha (human) modulation | P20393 | Rev-erbα–FITC-DNA binding, fluorescence polarization, 90 min | activity, % at 10 µM | hit rate 0.79% among 370,000 | AID 1259318;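 active = activity above about 14%, limit read from the data; passing the limit was not always enough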;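 also: 0% = DMSO wells with 35 nM protein and 100% = DMSO wells with 750 nM protein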
Target sequence (P20393 whole entry, looked up): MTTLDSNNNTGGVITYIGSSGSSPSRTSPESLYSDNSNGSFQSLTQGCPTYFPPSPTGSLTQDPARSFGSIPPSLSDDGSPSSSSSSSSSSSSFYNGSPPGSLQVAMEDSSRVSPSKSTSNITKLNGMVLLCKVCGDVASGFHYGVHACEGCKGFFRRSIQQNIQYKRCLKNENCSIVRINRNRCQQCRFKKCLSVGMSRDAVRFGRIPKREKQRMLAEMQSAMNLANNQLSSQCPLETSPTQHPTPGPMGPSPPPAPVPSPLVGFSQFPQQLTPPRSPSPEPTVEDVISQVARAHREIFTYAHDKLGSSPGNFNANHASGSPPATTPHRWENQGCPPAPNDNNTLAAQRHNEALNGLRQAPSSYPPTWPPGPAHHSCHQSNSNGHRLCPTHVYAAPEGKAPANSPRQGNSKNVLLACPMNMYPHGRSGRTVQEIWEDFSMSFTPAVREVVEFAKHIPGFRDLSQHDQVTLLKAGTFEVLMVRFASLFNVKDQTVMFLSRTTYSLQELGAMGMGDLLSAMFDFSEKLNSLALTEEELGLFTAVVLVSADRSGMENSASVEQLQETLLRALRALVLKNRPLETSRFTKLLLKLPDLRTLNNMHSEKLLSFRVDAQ
GC-B act – GC-B (human) receptor activation; HEK293-GC-B cells, CNP EC30, cGMP TR-FRET; 0% at EC30 CNP, 100% saturating CNP; activation, % at 10 µM; hit rate 0.11% among 370,000; AID 1920062;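 active = activation at 10 µM reaching about 35% in either raw or pattern-adjusted values, limit read from the data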
HTRA1 inh – blocks human HTRA1 serine peptidase; Q92743; recombinant HTRA1, FP-rhodamine activity-based probe, fluorescence polarization; inhibition, % at 5.96 µM; hit rate 0.5% among 340,000; in the data active = inhibition above about 36%;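 also: 0% = enzyme with DMSO and 100% = wells lacking enzyme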
GC-A act – GC-A (human) enzyme activation; P16066; HEK293 GC-A cells, cGMP TR-FRET, EC30 ANP; 0% at EC30 ANP, 100% saturating ANP; activation, % at 10 µM; hit rate 0.14% among 370,000; in the data active = activation above about 40%
An asterisk follows results filed as active; · = not tested or not shown. The list is partial. The share of hits here may be higher or lower than overall.

canonical_smiles	Rev-erbA mod	GC-B act	HTRA1 inh	GC-A act
C[C@]12C=CC(=O)C=C1CCC1C2[C@@H](O)C[C@@]2(C)C1CC[C@]2(O)C(=O)CO (stereo not given in full)	-5	·	·	·
NC[C@H]1O[C@H](O[C@H]2C(O[C@@H]3O[C@H](CO)[C@@H](O)[C@H]3O)[C@@H](O)[C@H](N)C[C@@H]2N)[C@H](N)[C@@H](O)[C@@H]1O (stereo not given in full)	-2	·	·	·
CN(C)c1ccc(C(=C2C=CC(=[N+](C)C)C=C2)c2ccc(N(C)C)cc2)cc1	-20	·	·	·
O=C(O)c1cn(C2CC2)c2cc(N3CCNCC3)c(F)cc2c1=O	1	·	·	·
COc1cc([C@@H]2c3cc4c(cc3C(O[C@@H]3O[C@@H]5CO[C@@H](c6cccs6)OC5[C@H](O)[C@H]3O)C3COC(=O)[C@@H]32)OCO4)cc(OC)c1O (stereo not given in full)	2	·	·	·
CCCCCCCCCCCCCCCCCC(=O)OCC(O)CO (stereo not given)	0	·	·	·
CC(=O)[C@@]1(O)CCC2C3C=C(Cl)C4=CC(=O)[C@@H]5C[C@H]5[C@]4(C)C3CC[C@@]21C (stereo not given in full)	-1	·	·	·
CCCCC(=O)O	-3	·	·	·
CN(C)C=Nc1c(I)cc(I)c(CCC(=O)O)c1I	3	·	·	·
C#C[C@]1(O)CCC2C3CCc4cc(O)ccc4C3CC[C@@]21C (stereo not given in full)	3	·	·	·
CC1(C)S[C@@H]2[C@H](NC(=O)C(C(=O)O)c3ccccc3)C(=O)N2[C@H]1C(=O)O (stereo not given in full)	3	·	8	·
CC[N+](CC)(CC)CCOc1cccc(OCC[N+](CC)(CC)CC)c1OCC[N+](CC)(CC)CC	-6	·	1	·
CC(C)NC(=O)C1C(c2ccc(C(F)(F)F)cc2)=Nc2ccccc2N1C(=O)c1ccco1 (stereo not given)	-5	3	·	3
Cn1c(=O)c2cc(NC(=O)NCCc3cccs3)ccc2n1C/C=C/c1ccccc1	-1	4	·	0

Whole records from above. Values in the order: Rev-erbA mod	GC-B act	HTRA1 inh	GC-A act
`COc1cc([C@@H]2c3cc4c(cc3C(O[C@@H]3O[C@@H]5CO[C@@H](c6cccs6)OC5[C@H](O)[C@H]3O)C3COC(=O)[C@@H]32)OCO4)cc(OC)c1O` (stereo not given in full) is entered as 2	·	·	·
`CN(C)C=Nc1c(I)cc(I)c(CCC(=O)O)c1I` is entered as 3	·	·	·

3 compounds already listed, sorted by the number in Rev-erbA mod, low to high.
canonical_smiles	Rev-erbA mod	GC-B act	HTRA1 inh	GC-A act
CC(C)NC(=O)C1C(c2ccc(C(F)(F)F)cc2)=Nc2ccccc2N1C(=O)c1ccco1 (stereo not given)	-5	3	·	3
NC[C@H]1O[C@H](O[C@H]2C(O[C@@H]3O[C@H](CO)[C@@H](O)[C@H]3O)[C@@H](O)[C@H](N)C[C@@H]2N)[C@H](N)[C@@H](O)[C@@H]1O (stereo not given in full)	-2	·	·	·
COc1cc([C@@H]2c3cc4c(cc3C(O[C@@H]3O[C@@H]5CO[C@@H](c6cccs6)OC5[C@H](O)[C@H]3O)C3COC(=O)[C@@H]32)OCO4)cc(OC)c1O (stereo not given in full)	2	·	·	·

2 records drawn at random from the list so far, as already listed:
canonical_smiles	Rev-erbA mod	GC-B act	HTRA1 inh	GC-A act
CC1(C)S[C@@H]2[C@H](NC(=O)C(C(=O)O)c3ccccc3)C(=O)N2[C@H]1C(=O)O (stereo not given in full)	3	·	8	·
NC[C@H]1O[C@H](O[C@H]2C(O[C@@H]3O[C@H](CO)[C@@H](O)[C@H]3O)[C@@H](O)[C@H](N)C[C@@H]2N)[C@H](N)[C@@H](O)[C@@H]1O (stereo not given in full)	-2	·	·	·

High-throughput results from PubChem BioAssay.
